# Assay outcomes deposited in PubChem by NCI.
# Growth percent in the NCI-60 one-dose screen (48 h, 10 µM unless noted): 100 = growth as untreated, 0 = no growth, -100 = all killed.
# HL-60(TB): HL-60(TB) leukemia cells; actives 9% (n = 78,000); active means growth percent below 10
# * marks the source's active call; other numbers are inactive results; & = joins results of further samples. Some of the compounds tested; rates above refer to the full screens.
compound	HL-60(TB)
O=C1/C(=C/N2N=C(c3ccc4ccccc4c3)CC2c2ccccc2O)SC(=S)N1c1cccnc1 (stereo unspecified)	-15.3*
CC1(C)C(=O)NC(=O)C1(C)C	103.7
COc1ccc(/C=N/C2=NNC(C)(c3ccccc3O)N2C(C)C(=O)O)cc1 (stereo unspecified)	92.8
CC/C=C\C[C@@H](O)C/C=C1/C(=O)C=C[C@H]1C/C=C\CCCC(=O)O	94.3
CC[C@]1(O)CC[C@H]2[C@@H]3CCC4=CC(=O)CC[C@@H]4[C@H]3CC[C@@]21CC	110.9
Nc1ccc(Cl)cc1Cl	105.2
O=C(CNC(=O)OCc1ccccc1)NC(Cc1cnc[nH]1)C(=O)O (stereo unspecified)	112.4
Nc1c(C(=O)c2ccc(F)cc2)oc2nc(-c3cnccn3)cc(-c3cccs3)c12	96.8
CCCCN(CCCC)CCC(O)c1ccc2ccccc2c1 (stereo unspecified)	98.0
COc1ccc(C2NC3=C(CCCC3)C(C#N)(C#N)C2(C#N)C#N)cc1 (stereo unspecified)	41.3
O=[N+]([O-])c1cccnc1Oc1cccnc1	96.4
CC(=O)CC(=O)Nc1ccccc1C	114.5

# In the list so far, these contain a carbonyl joined to an NH by a bond outside any ring.
compound	HL-60(TB)
O=C(CNC(=O)OCc1ccccc1)NC(Cc1cnc[nH]1)C(=O)O (stereo unspecified)	112.4
CC(=O)CC(=O)Nc1ccccc1C	114.5

# Next section
compound	HL-60(TB)
CCCCCC(=O)NCc1ccccc1	123.9
NC(=O)COc1ccc(Cl)cc1Cl	100.1
CCOC(=O)c1sc2nc(-c3ccc(Cl)cc3)nc(N3CCOCC3)c2c1C	100.7
CCOC(=O)c1c2c(c(C)n1Cc1ccccc1)-c1nn(C)cc1CC2	70.8
CCOC(=O)CCC(NC(=O)/C=C\c1ccc([N+](=O)[O-])cc1)C(=O)OCC (stereo unspecified)	91.0
O=C1CCN(C(=O)c2ccccc2)c2ccccc21	101.6
CCN(CCCCCCN1CC(=O)N(CCCCCCN(CC)Cc2ccccc2OC)CC1=O)Cc1ccccc1OC	60.6
CCC1(C)c2cc(C)c(C(C)=O)cc2C(C)(C)C1C (stereo unspecified)	96.8
Cc1ccc2c(c1)C(C)Cc1c(ncnc1-n1cnc3ccccc31)N2C (stereo unspecified)	-19.1*
CCCCNC(=O)c1ccccc1C	84.4
Cn1cc(-c2noc(-c3cn(C)c4ncc(Br)cc34)n2)c2ccccc21	102.6
Cc1c(-c2ccccc2)n(O)c(-c2ccc(N(C)C)cc2)[n+]1[O-]	102.6
Cc1c(C(=O)CN2CCCCC2)ccc(O)c1O	83.5
CCCCn1c(N)c(N(CC)C(=O)Cc2c(Cl)cccc2Cl)c(=O)[nH]c1=O	182.0
CCCCCCCCN(CCCCCCCC)CC(O)c1ccc(I)cc1 (stereo unspecified)	130.8
O=C(O)[C@H]1O[C@@H](n2cnc3c(=O)[nH]cnc32)[C@H](O)[C@@H]1O	102.4
CCOc1ccc2nc(NC(=O)CSc3nnc4n3S(=O)(=O)c3ccccc3N4C)sc2c1	146.5
O=C(Nc1cc(F)cc(F)c1)c1nc(-c2ccccc2)n(-c2cccc3ccccc23)n1	69.6
COc1ccc(NS(=O)CCCc2ccccc2)cc1 (stereo unspecified)	92.4
CC(C)C(=O)Nc1ccc(/C=C2/C=Cc3ccccc32)cc1	64.0
CCC(=O)Oc1ccc(OC)cc1	82.6
CCCCC(O)Cn1ncc(C(=O)N/N=C\c2ccc(OC)c(OC3CCCC3)c2)c1N (stereo unspecified)	101.0
S=C1c2ccccc2-c2ccccc21	104.3
CC(=O)[C@@]1(O)CCC2C3CCC4=CC(=O)CC[C@]4(C)C3CC[C@@]21C (stereo partly specified)	103.6
O=C1Nc2cc(-c3cccc(O)c3)ccc2/C1=C/c1ccc[nH]1	6.8*
O=C(OCCOC(=O)n1c2ccccc2c2ccccc21)n1c2ccccc2c2ccccc21	113.4
Cc1cc(O)ccc1Sc1ccccc1[N+](=O)[O-]	115.1
COc1ccc2nc(-c3ccc(Cl)cc3)cc(-c3nnc(SCC(=O)Nc4ccc(C(C)=O)cc4)n3-c3ccccc3)c2c1	99.3
CCOC(=O)/C=C1\S/C(=N\Nc2cc(=O)[nH]c3ccc(OC)cc23)N(c2ccccc2)C1=O	96.1
CCCCCCCCCC1=NC(C)(C)CN1c1ccccc1	62.6
CC(c1ccc(Cl)cc1)(c1c[nH]c2ccccc12)c1c[nH]c2ccccc12	55.5
O=C1NCc2ccc3c(-c4cccc(Cl)c4)c[nH]c3c21	-4.0*
O=C(/C=C1\C=CN(CCN2CCOCC2)c2ccccc21)n1ccc2ccccc21	108.2
c1ccc(C2=NN(c3ccccc3)C3=C4N(c5ccccc5)N=C(c5ccccc5)N4c4[nH]c(-c5ccccc5)cc4N23)cc1	107.2
CCc1cc(N)c(S(=O)(=O)O)cc1Cl	78.9
O=C1[C@@H]2Cc3c([nH]c4ccccc34)[C@@H](c3ccc(Cl)cc3)N2C(=O)CN1C1CCN(CC2CCCCC2)CC1	72.3
CC/C=C(\C)C(CCC)(CN=O)C(=O)OCC (stereo unspecified)	109.7
C#CCOc1ccc(C(Nc2ccc(F)cc2)c2nnnn2C2CCCCC2)cc1OC (stereo unspecified)	105.0
CN(C)C(=O)C(c1ccccc1)C(O)c1ccccc1 (stereo unspecified)	95.3
Nc1ccc2c(c1)/C(=N/O)c1cc([N+](=O)[O-])ccc1-2	64.1
COc1ccc(C(=O)CSc2nccc(N3CCN(C)CC3)n2)cc1	104.5
CCc1c(C(=O)NCc2c(O)ccc3cccc(O)c23)[nH]c(C)c1C(C)=O	41.5
CC12CCC3C4CCC(=O)C=C4CC(F)CC3C1CCC2O (stereo unspecified)	101.3
CCc1ccc(NC(c2cc3ccc(N(CC)CC)cc3oc2=O)c2nnnn2C(C)(C)C)cc1 (stereo unspecified)	102.0
CCOc1ccc(-c2c(N)n[nH]c2C(F)(F)F)cc1OCC	109.9
O=C(Nc1nc(-c2cccnc2)nc2c1sc(=S)n2-c1ccccc1)C(F)(F)F	98.5
O=[N+]([O-])c1ccccc1O	63.6
C#Cc1cccc(Nc2ncnc3ccc(NC(=O)c4ccccc4)cc23)c1	71.9

# Not a retest: entries from further up.
compound	HL-60(TB)
O=C(Nc1nc(-c2cccnc2)nc2c1sc(=S)n2-c1ccccc1)C(F)(F)F	98.5
O=[N+]([O-])c1ccccc1O	63.6
C#Cc1cccc(Nc2ncnc3ccc(NC(=O)c4ccccc4)cc23)c1	71.9

# The main list resumes with the 5 entries that preceded the break.
compound	HL-60(TB)
CCc1ccc(NC(c2cc3ccc(N(CC)CC)cc3oc2=O)c2nnnn2C(C)(C)C)cc1 (stereo unspecified)	102.0
CCOc1ccc(-c2c(N)n[nH]c2C(F)(F)F)cc1OCC	109.9
O=C(Nc1nc(-c2cccnc2)nc2c1sc(=S)n2-c1ccccc1)C(F)(F)F	98.5
O=[N+]([O-])c1ccccc1O	63.6
C#Cc1cccc(Nc2ncnc3ccc(NC(=O)c4ccccc4)cc23)c1	71.9
O=C(c1ccc(O)cc1)[C@@H]1CN[C@@]2(C(=O)Nc3ccccc32)[C@H]1c1ccc(F)cc1	95.4
Oc1ccc(C(c2ccc(O)cc2)C(c2ccc(O)cc2)c2ccc(O)cc2)cc1	32.5
C[S+](C)CC(=O)c1ccc2ccccc2c1	74.9
COC(=O)C(Cc1ccc(O)cc1)NS(=O)(=O)Cc1ccccc1 (stereo unspecified)	106.2
CN1CCN(C(=O)[C@@]2(C)CC[C@]3(C)CC[C@]4(C)C(=CC[C@@H]5[C@@]6(C)CCC(=O)NC(C)(C)[C@@H]6CC[C@]54C)[C@@H]3C2)CC1	-35.8*
COc1ccccc1C1=NO[C@H](C(=O)Nc2ccc(C#N)cc2)C1	100.5
O=C(Nc1ccc(Cl)cc1)Nc1nccs1	-18.6*
CC(C)(O)C(O)(c1ccccc1)c1ccccc1	101.2
CCOC(=O)N1CC(C)N(CC(O)CN2CCOCC2)CC1C (stereo unspecified)	104.9
CC(=O)OCC(=O)[C@@]1(OC(C)=O)[C@@H](C)CC2C3C[C@H](F)C4=CC(=O)C=C[C@]4(C)[C@@]3(F)[C@@H](O)C[C@@]21C (stereo partly specified)	96.6
COc1ccc(Cn2cc3c(c2-c2cc(OC)c(OC)c(OC)c2)CCc2cnoc2-3)cc1	0.1*
O=C(C(c1ccccc1)C(O)c1ccccc1)N1CCOCC1 (stereo unspecified)	83.7

# Continued:
compound | HL-60(TB)
CC(C)N(C(=O)Cc1ccccc1)C(C)C | 93.6
COc1ccc(Nc2ncnc3c2c(SC)nn3-c2ccccc2)cc1 | 90.5
CCCCCCCCCCCCOC(=O)/C=C\C(=O)NC(N)=O | 52.3
N#CC1=C(N)S[C@@H](C(=O)c2ccc(Br)cc2)[C@@H]1c1cccs1 | 99.5
COc1ccc(C(=O)NNC(=O)c2cc(OC)c(OC)c(OC)c2)cc1N | 85.0
COc1ccc(-c2nc(/C=C3/C(=O)Nc4ccccc43)c3ccccn23)cc1OC | 101.1
Cc1cc(=O)oc2cc(OS(=O)(=O)N3CCCCC3)ccc12 | 97.6
Cc1ccc(/C=C2\SC(=O)N(CC(=O)Nc3ccc(C(=O)/C=C/c4cc5ccccc5nc4Cl)cc3)C2=O)cc1 | 106.6
COc1ccc(/C=N/Nc2nc(N/N=C/c3ccc(OC)cc3O)nc(N3CCOCC3)n2)c(O)c1 | 30.9
COc1ccc(-c2nn(-c3ccc(Cl)cc3)cc2-c2nc3ccccc3[nH]2)cc1 | 113.8
CCOc1ccc2nc(NC(=O)CSc3nnc4n3S(=O)(=O)c3ccccc3N4c3ccccc3)sc2c1 | 94.1
CCc1nc(Cl)nc(Cl)n1 | 114.2
Cc1ccc2[nH]c3nc4cccnc4c(C)c3c2c1 | 83.5
CC1(C)CC[C@]23CC[C@]4(C)[C@H](CC[C@@H]5[C@@]6(C)CCCN(CO)C(C)(C)[C@@H]6CC[C@]54C)[C@H]2[C@H]1OC3 | 36.6
O=C1/C(=C\c2cn(CC(O)CN3CCCCC3)c3ccccc23)c2ccccc2N1c1c(Cl)cccc1Cl (stereo unspecified) | -36.5*
CCCCCCCCCCCCCCCCCC1=NC(CC)CO1 (stereo unspecified) | 92.9
CCOP(=S)(Oc1ccc([N+](=O)[O-])cc1)c1ccccc1 (stereo unspecified) | 116.2
O=C(CSc1nc2sc3c(c2c(=O)n1-c1ccc(Cl)cc1)CCCC3)Nc1nc(-c2ccc(Br)cc2)cs1 | 99.2
CCc1ccc(C2=NN(c3ccc(S(C)(=O)=O)cc3)C(=O)CC2)cc1 | 6.7*
C#CCNC(=O)c1cc(C(=O)c2ccc(Cl)cc2)n2c(C)cccc12 | 97.9
Cc1cc(-c2noc(C(F)(F)F)n2)ccc1N1CCN(c2cc(C(=O)N(C)C)no2)CC1 | 49.7
O=C(/C(=C/c1cccc(Cl)c1)c1ccccc1)c1ccccc1 | 87.1
Clc1nc2ccccc2cc1-c1nnc(Cn2c(COc3ccccc3)nc3ccccc32)o1 | 100.1
Cc1ccc(NC(=O)CCCCCN2CCN(C)CC2)cc1Nc1nccc(-c2cccnc2)n1 | 105.8
Oc1cccc2ccc(-c3nnc(SCc4ccc(O)c5ncccc45)n3-c3ccccc3)nc12 | 3.4*
COc1ccc(/C=N/NC(=O)c2cnn(CC(O)c3ccccc3)c2N)cc1OCc1ccccc1 (stereo unspecified) | 74.6
CSc1nc(N)nc2nc[nH]c12 | 118.9
COc1ccc2nc(Cl)c(-c3nc4ccccc4[nH]3)cc2c1 | 91.9
CCc1c(C(=O)N[C@@H](CO)Cc2ccccc2)[nH]c2ccc(Cl)cc12 | 107.8
C(=Nc1ccc2c(c1)Cc1ccccc1-2)c1ccc2ccccc2n1 | 86.5
NS(=O)(=O)c1ccc(N2N=C(c3ccc(NC(=S)Nc4ccccc4)cc3)CC2c2ccc(Cl)cc2)cc1 (stereo unspecified) | 44.4
CC(=O)N(CCc1ccncc1)CCc1ccncc1 | 100.2
COc1ccc(C(=O)C[n+]2ccc3ccccc3c2)cc1 | 112.2&99.4
Cc1nc(-c2cn3c(n2)-c2ccc(-c4cnn(C(C)(C)C(N)=O)c4)cc2OCC3)n(C(C)C)n1 | 35.7
CCOC(=O)c1c(Nc2ccccc2)nn2c(N)c(C#N)c(-c3ccc(F)cc3)nc12 | 72.6
O=C1/C(=C2\SC(=S)N(C3CCCCC3)C2=O)SC(=S)N1C1CCCCC1 | 106.2
O=C(Nc1ccc(Br)cc1F)c1cc(Cl)ccc1O | -42.4*
O=C(O)C(=O)c1cccc([N+](=O)[O-])c1 | 99.0
O=[N+]([O-])c1cccc(/C=N/NC(=S)NC23CC4CC(CC(C4)C2)C3)c1 | 101.5
O=NC1C(Cl)C2CC1C1C=CCC12 (stereo unspecified) | 100.8
CCCCOCc1ccc(OC)cc1 | 65.5
COc1cc(O)cc(C)c1C(=O)O[C@@H]1[C@@H](CO)OC(n2ccc(=O)n(C)c2=O)[C@@H]1OC(C)=O (stereo partly specified) | 98.9
COC(=O)C(NC(=O)c1ccccc1)C(C)(C)SCc1ccccc1 (stereo unspecified) | 107.0&105.6
ClCCCCOC1CCCCO1 (stereo unspecified) | 99.0
N=c1ncn(C2OC(CO)C(O)C2O)c2nc(Br)[nH]c12 (stereo unspecified) | 89.5
COc1cc(CNC(=O)Cc2ccccc2)ccc1OCc1cn(-c2ccc(C)c(C)c2)nn1 | 89.6
COC(=O)[C@H]1[C@@H](O)[C@@]2(O)c3c(OC)cc(OC)cc3O[C@@]2(c2ccc(OC)cc2)[C@@H]1c1ccccc1 | -21.8*
NC(=O)c1ccccc1C(=O)c1ccccc1 | 80.6
O=C1C(O)=C(c2ccccc2)C(=O)C(O)=C1c1ccccc1 | 115.1
CC(C(O)c1cccc2ccccc12)N(C)C (stereo unspecified) | 109.9
COc1ccc(-c2cc(-c3nnc(SCC(=O)Nc4ccc(/C(C)=N\O)cc4)o3)c3cc(OC)ccc3n2)cc1 | 63.0
COc1ccc(-c2nc(SCC(C)C)nc(N3CCCCC3)c2C#N)cc1 | 77.6
CCn1c2ccc(Br)cc2c2c3c(c4c5ccccc5ccc4c21)C(=O)NC3=O | 97.3
CCOC(=O)Nc1cc(F)cc(C(F)(F)F)c1F | 105.1
CC(C)C[C@H]1N[C@]2(C(=O)Nc3ccccc32)[C@@H](c2ccc(F)cc2)[C@@H]1C(=O)c1ccc(O)cc1 | 93.9
Nc1ccc2nc(NC(=O)CN3CCCCCC3)sc2c1 | 101.2
